All columns: NCI-60 one-dose screen, growth in % after 48 h at 10 µM unless noted; 100 = growth as untreated, 0 = no growth, -100 = all killed.
SK-MEL-28: SK-MEL-28 melanoma. 81,000 tested, 4.1% active
SK-MEL-2: SK-MEL-2 melanoma; 77,000 tested, 4.7% active
UACC-257: UACC-257 melanoma | 78,000 tested, 4.4% active
UACC-62: UACC-62 melanoma | 81,000 tested, 5.4% active | AID 1794756
HS 578T: HS 578T breast cancer. 78,000 tested, 4.1% active
SK-MEL-5: SK-MEL-5 melanoma | 80,000 tested, 6.4% active | AID 1794755
LOX IMVI: LOX IMVI melanoma. 79,000 tested, 7.4% active
MALME-3M: MALME-3M melanoma; 78,000 tested, 5.8% active; AID 1794766
The depositor's hits bear a star; . = not tested or not shown; & = joins results of further samples. Rule for the calls: active = growth percent below 10; inactive = the rest.

structure	SK-MEL-28	SK-MEL-2	UACC-257	UACC-62	HS 578T	SK-MEL-5	LOX IMVI	MALME-3M
Cc1cc(C#Cc2ccc(C(C)(C)C)cc2)ccc1-n1c(/C=C/c2ccc3c(c2)OCO3)nc2ccccc2c1=O	114	108	126	90	.	99	83	103
CCn1c(Sc2nnc(NC(=O)c3ccccc3)s2)nc2c1c(=O)n(C)c(=O)n2C	100	99	111	91	94	98	96	97
Nc1ccc2oc(-c3ccc(F)cc3Cl)nc2c1	121	116	124	106	151	103	113	129
Cc1sc(NC(=O)COc2ccc(-c3ccccc3)cc2)c(C(N)=O)c1C	104	117	106	118	101	.	105	97
CN(CSc1ccccc1)c1ccc(CSc2ccccc2)cc1	109	108	110	99	97	100	90	118
O=C1NC(=O)/C(=C\c2ccco2)S1	113	105	108	92	.	100	92	101
COc1ccc(/C(C)=C(/c2ccc(OCCCN(C)C)cc2)c2ccc(OC(=O)Cc3ccccc3)cc2)cc1	71	91	82	70	56	80	-5.2*	95
O=C(O)c1ccsc1Cc1cccs1	114	108	102	95	121	99	105	97
Cc1cccc2c3c(sc12)C(c1ccc(Cl)cc1)C(C#N)=C(/N=C/c1ccc(Cl)cc1)O3 (configuration not stated)	58	43	65	13	14	26	21	57
COc1ccccc1-n1c(-c2cc(O)ccc2C)cn2c3c(=O)[nH]c(=O)n(C)c3nc12	97	90	84	78	20	77	39	90
NCCC(=O)NO	107	99	100	96	114	108	94	136
N#CCC(=O)NNS(=O)(=O)c1ccc(Cl)cc1	113	107	127	97	102	102	93	103
O=C(Nc1ccc(Cl)c(Cl)c1)OCc1ccco1	74	29	63	25	20	31	.	69
OB1OCc2cc(/C=C/c3cccc(C(F)(F)F)c3)ccc21	45	60	37	20	23	-14*	-73*	9.9*
CC(=O)Nc1ccc(/C=N\NC(=O)C2CC2)cc1	110	111	83	100	110	111	95	111
O=C(/C=C/c1ccccc1)c1cccc(O)c1	104&104	108&115	101&100	81	114&110	97&107	66&82	104&101
CC(C)Nc1ncnc2[nH]ncc12	120	110	101	91	125	90	93	89
S=C(N=Nc1ccccc1)NNc1ccccc1	101	89	105	85	104	100	107	101
Nc1ncc(C(=O)O)c(N)n1	114	.	111	110	111	109	105	123
C(=N/N=C/c1ccncc1)/c1ccncc1	115	99	110	109	111	103	94	106
O=C(CN1CCCC1)Nc1nc(-c2cc3ccccc3oc2=O)cs1	105	117	104	100	95	100	101	102
CC(=O)N1N=C(c2ccc(Nc3nc(Nc4ccccc4)nc(Nc4ccccc4)n3)cc2)CC1c1ccccc1 (configuration not stated)	111	59	113	91	89	78	89	79
COC(=O)c1c2c(n(-c3ccccc3)c1C)C=CCC2	100	112	117	92	115	102	96	104
CC1(C)CN1C(=O)Nc1ccc(Cc2ccc(NC(=O)N3CC3(C)C)cc2)cc1	107	108	106	104	.	101	106	102
COc1ccccc1C1(CCC#N)CCCCC1=O (configuration not stated)	104	97	107	101	99	99	104	104
NS(=O)(=O)c1ccc(NC(=O)c2ccc(Cc3n[nH]c(=O)c4cccnc34)cc2)cc1	102	106	100	89	107	101	92	102
COc1ccc(N=Nc2c(N)nn3c(-c4ccc(OC)c(OC)c4)c4ncnc(NN)c4nc23)cc1	106	105	103	98	106	91	.	110
CC(=O)c1ccc(NC(=O)CSc2nc(-c3ccccc3)c(C#N)c(=O)[nH]2)cc1	99	104	95	96	100	97	97	97
CN(C)c1ccc(/C=C/C=N/NC(=O)c2cc(O)c(O)c(O)c2)cc1	108	.	93	107	100	93	91	89
COc1cc(NCc2ccccc2O)c2ncccc2c1	111	142	109	95	149	101	84	93
CN(C)CCN1C(=O)c2cccc3c(C#CCN4C(=O)c5cccc6cccc(c56)C4=O)ccc(c23)C1=O	123	119	111	104	100	101	86	106
Cc1ccc2c(n1)C(=O)c1[nH]c3ccccc3c1C2=O	79	64	14	-64*	69	-94*	16	-80*
COc1cc(/C(C)=C(\c2ccc(Cl)cc2)c2ccc(OCCN3CCCCC3)cc2)ccc1F	90	109	78	68	83	92	40	49
C/C(=N\Nc1ccc(S(N)(=O)=O)cc1)c1sc2nc3ccccc3n2c1C	102	104	101	104	109	93	101	99
CC(=O)[C@H]1CC=C2[C@@H]3CCC4=CC(=O)C[C@]4(C)[C@H]3CC[C@@]21C	96	94	102	98	109	102	91	99
O=c1cc(NNC(=S)NCc2ccccc2)c2cc(Br)ccc2[nH]1	97	106	87	89	82	101	92	73
Nc1ccc(CC(=O)O)c(N)c1	101	113	101	93	97	99	101	94
CCc1cc2n(n1)-c1ccc(C#N)cc1Oc1ccccc1-2	113	91	111	90	84	89	89	121
COc1cc(-c2ccc(NS(=O)(=O)c3ccccc3)c(OC)c2)ccc1NS(=O)(=O)c1ccccc1	112	104	99	79	97	86	98	97
O=C(CNC(=O)OCc1ccccc1)NC1(C(=O)O)CCCC1	107	98	112	99	125	115	93	.
COc1ccc(S(=O)(=O)n2cc(C3OC(c4cc(OC)c(OC)c(OC)c4)=NN3C(C)=O)c3ccccc32)cc1 (configuration not stated)	98	181	91	60	57	65	72	66
COc1ccc2cc([C@H](C)C(=O)NCc3ccccc3)ccc2c1	64	31	65	22	17	19	43	55
CCOC(=O)n1cnc2c(Cl)ncnc21	121	154	86	104	138	96	89	113
CCOC(=O)C1=C(C)NC(=O)NC1c1cccs1 (configuration not stated)	106	.	102	115	99	104	101	110
O=C(N/N=C/[C@@H]1C[C@H](CO)C2CCC[C@@H]21)c1ccncc1 (some centres not stated)	102	109	66	89	95	97	100	100
Cc1ccc(C)n1-c1ccc(Cl)cc1	103	29	120	106	98	106	97	147
CCOC(=O)c1c[nH]c2c(CC)cccc2c1=O	110	80	89	88	120	90	66	.
CCN(CC)c1ccc(-c2nc3c4ccccc4c4ccccc4c3[nH]2)c(O)c1	111	113	103	80	102	108	88	116
CCCCCCCCCCCCCCCCCCCCC/C=C\C[C@H](O)C/C=C1/C(=O)C=C[C@@H]1C/C=C\CCCC(=O)OC	102	103	.	102	105	95	96	91
O=c1cc(-c2ccccc2)[nH]c2ncc(-c3ccc(F)cc3)n12	73	74	83	37	68	55	66	78
CC(C)[C@H]1C(=O)O[C@H](C(C)C)C(=O)N1C	95	96	.	72	92	84	92	71
S=c1[nH]c2nc(Cl)c(Cl)nc2[nH]1	99	115	104	97	92	.	103	99
O=C(NCCN1CCOCC1)OCc1ccc2c(Cl)cc(Cl)c(O)c2n1	72	78	89	60	83	54	51	73
Cc1cc(=O)c2cc3nc(-c4cccnc4)oc3c(Br)c2o1	119	131	106	104	116	105	98	99
Cn1c(=O)cc2c3c(c(NCCCO)ccc31)C(=O)c1ccccc1-2	71	74	64	40	60	40	27	27
O=C1c2c(O)ccc([N+](=O)[O-])c2C(=O)c2c(O)ccc([N+](=O)[O-])c21	114	101	95	104	101	100	99	122
OC(Cc1ccccn1)(c1ccccc1)c1ccccc1	108	85	116	95	112	100	93	111
COc1ccc(OC)c(Nc2nnc(-c3cc(OC)c(OC)c(OC)c3)o2)c1	102	100	112	88	107	94	98	89
CC(=O)c1ccc(Nc2nc3ccccc3cc2C=O)cc1	87	95	90	70	85	71	74	52
Cc1nc2sccn2c1CO	119	110	.	93	108	86	92	103

Looked up above.
Reading of `O=C1c2c(O)ccc([N+](=O)[O-])c2C(=O)c2c(O)ccc([N+](=O)[O-])c21` in SK-MEL-2: 101
Reading of `O=c1cc(-c2ccccc2)[nH]c2ncc(-c3ccc(F)cc3)n12` in LOX IMVI: 66
Reading of `O=C(NCCN1CCOCC1)OCc1ccc2c(Cl)cc(Cl)c(O)c2n1` in UACC-257: 89
Reading of `Cc1cc(=O)c2cc3nc(-c4cccnc4)oc3c(Br)c2o1` in LOX IMVI: 98

(more compounds)
structure	SK-MEL-28	SK-MEL-2	UACC-257	UACC-62	HS 578T	SK-MEL-5	LOX IMVI	MALME-3M
CC[N+]1(CC(=O)c2ccc(Cl)cc2)CCCCC1	111	95	104	102	112	106	93	101
Nc1cc(C(=O)O)cc(C(=O)O)c1	115	90	110	104	113	108	115	93
CSc1ncc(Br)c(=O)[nH]1	111	101	94	95	99	101	99	110
C/C(=C\c1ccc(OCC(=O)O)c(Cl)c1Cl)[N+](=O)[O-]	118	.	90	114	107	109	92	135
C=C(C)[C@@H]1CC[C@]2(C(=O)NCCCCCCC(CCCN)CCCN)CC[C@]3(C)[C@H](CC[C@@H]4[C@@]5(C)CCC(=O)C(C)(C)[C@@H]5CC[C@]43C)[C@@H]12	108	112	118	96	104	100	103	105
Nc1ncnc2c1ncn2C1CCCC(CO)O1 (configuration not stated)	123	98	115	111	115	103	106	96
N#CC1(N)c2ccccc2-c2ccccc21	109	100	101	105	107	103	95	97
COc1ccc(C2CC(c3c(O)cc(C)c(Cl)c3C)=NN2c2ccc(S(N)(=O)=O)cc2)cc1 (configuration not stated)	97	94	103	74	99	94	71	138
CC(C)N1CCC1CO (configuration not stated)	120	97	87	100	113	.	96	105
COc1cc(-c2nnc(SCC(=O)Nc3ccc(/C(C)=N\O)cc3)o2)cc(OC)c1OC	.	93	100	.	99	.	95	114
O=C1CN(Cc2ccncc2)C(=O)[C@@H](Cc2c[nH]c3ccccc23)N1	117	86	88	100	106	101	98	90
CCCCCCCCCCCCOc1ccc(/C(=N\N=C(N)N)c2ccccc2)c(O)c1	109	97	109	103	111	98	88	123
CCn1c(=S)[nH]c2ccccc2c1=O	101	102	.	93	116	96	99	95
Oc1c(CN2CCOCC2)cc(COCc2ccccc2)c2cccnc12	36	37	-9.2*	-26*	68	-12*	12	21
CN1CCN(Cc2ccc(NC(=O)c3cncc(C#Cc4cnc5ccc(OC6CCOCC6)nn45)c3)cc2C(F)(F)F)CC1	-82*	-91*	-72*	-71*	-38*	-96*	-93*	-87*
CC1(C)CC[C@]2(C(=O)O)CC[C@]3(C)C(=CCC4[C@@]5(C)C[C@@H](O)[C@@H]6OC(c7ccccc7O)OC[C@@]6(C)C5CC[C@]43C)C2C1 (some centres not stated)	85	86	94	82	81	63	27	84
O=C(NCCNc1nccc(-c2c(-c3cccc(O)c3)nc3sccn23)n1)Nc1cccc(C(F)(F)F)c1	49	54	25	29	.	53	65	24

An excerpt from above in order of formula weight, smallest number first.
structure	SK-MEL-28	SK-MEL-2	UACC-257	UACC-62	HS 578T	SK-MEL-5	LOX IMVI	MALME-3M
O=C1CN(Cc2ccncc2)C(=O)[C@@H](Cc2c[nH]c3ccccc23)N1	117	86	88	100	106	101	98	90
Oc1c(CN2CCOCC2)cc(COCc2ccccc2)c2cccnc12	36	37	-9.2*	-26*	68	-12*	12	21
COc1cc(-c2nnc(SCC(=O)Nc3ccc(/C(C)=N\O)cc3)o2)cc(OC)c1OC	.	93	100	.	99	.	95	114
O=C(NCCNc1nccc(-c2c(-c3cccc(O)c3)nc3sccn23)n1)Nc1cccc(C(F)(F)F)c1	49	54	25	29	.	53	65	24
CN1CCN(Cc2ccc(NC(=O)c3cncc(C#Cc4cnc5ccc(OC6CCOCC6)nn45)c3)cc2C(F)(F)F)CC1	-82*	-91*	-72*	-71*	-38*	-96*	-93*	-87*

Assay outcomes (PubChem BioAssay)

Compounds as they come. Share with any hit: about 11%.
